M5 ag: CHRM5 agonism in calcium assay; P08912; CHO-K1 hM5 cells, Fluo-8 calcium fluorescence; 0% DMSO wells, 100% maximal acetylcholine response; activation, % at 3 µM; 0.19% of 360,000 active; AID 624037;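 active = activation above the run's mean over test compounds plus 3 SD, cut at about 23% in these data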;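 note: signal is peak over basal fluorescence ratio across the kinetic read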
Target sequence (P08912 whole entry, looked up): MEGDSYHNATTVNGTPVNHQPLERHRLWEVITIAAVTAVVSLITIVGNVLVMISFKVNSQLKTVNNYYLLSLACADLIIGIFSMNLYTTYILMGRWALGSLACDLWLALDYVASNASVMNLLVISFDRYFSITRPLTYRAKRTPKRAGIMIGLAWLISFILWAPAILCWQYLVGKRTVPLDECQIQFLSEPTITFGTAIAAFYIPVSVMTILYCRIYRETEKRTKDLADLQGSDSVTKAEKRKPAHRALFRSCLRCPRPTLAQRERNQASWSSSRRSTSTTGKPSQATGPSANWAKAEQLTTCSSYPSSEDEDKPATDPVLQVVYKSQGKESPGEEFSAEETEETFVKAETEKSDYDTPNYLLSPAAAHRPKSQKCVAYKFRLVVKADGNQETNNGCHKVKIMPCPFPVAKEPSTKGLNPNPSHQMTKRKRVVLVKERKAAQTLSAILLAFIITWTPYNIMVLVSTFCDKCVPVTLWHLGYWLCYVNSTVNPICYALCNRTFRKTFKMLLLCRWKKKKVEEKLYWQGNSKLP
CHO-K1 Ca ag: M1 agonist counterscreen hit in parental CHO-K1 cells. activation, % at 3 µM. 0.48% of 360,000 active. AID 602248. Fluo-8 calcium fluorescence; scaled to maximal ATP response, vehicle zero; in the data active = activation above about 15%;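 note: untransfected CHO-K1 host cells lacking M1 receptor as counterscreen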
CHO-K1 Ca antag: nonselective inhibitor or artifact in parental CHO-K1 cells; inhibition, % at 3 µM; 0.6% of 360,000 active; ATP-induced calcium, Fluo-8 fluorescence; AID 602250;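 active = inhibition above a per-plate cutoff, the plate's mean sample inhibition plus 3 SD, cut at about 24% in these data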;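 note: 0% = DMSO plus EC80 ATP and 100% = DMSO alone without ATP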
CHRM4 agonist: CHRM4 agonism in calcium assay; 0.14% of 360,000 active; CHO-K1 hM4/Gqi5, Fluo-8 calcium fluorescence; vehicle 0%, full acetylcholine response 100%; AID 624127; P08173; activation, % at 3 µM;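 active = activation above the run mean over all test wells plus 3 SD, cut at about 32% in these data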;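 note: peak over basal fluorescence ratio per well then scaled between controls; 0% = DMSO wells and 100% = acetylcholine at EC100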
Target sequence (P08173 whole entry, looked up): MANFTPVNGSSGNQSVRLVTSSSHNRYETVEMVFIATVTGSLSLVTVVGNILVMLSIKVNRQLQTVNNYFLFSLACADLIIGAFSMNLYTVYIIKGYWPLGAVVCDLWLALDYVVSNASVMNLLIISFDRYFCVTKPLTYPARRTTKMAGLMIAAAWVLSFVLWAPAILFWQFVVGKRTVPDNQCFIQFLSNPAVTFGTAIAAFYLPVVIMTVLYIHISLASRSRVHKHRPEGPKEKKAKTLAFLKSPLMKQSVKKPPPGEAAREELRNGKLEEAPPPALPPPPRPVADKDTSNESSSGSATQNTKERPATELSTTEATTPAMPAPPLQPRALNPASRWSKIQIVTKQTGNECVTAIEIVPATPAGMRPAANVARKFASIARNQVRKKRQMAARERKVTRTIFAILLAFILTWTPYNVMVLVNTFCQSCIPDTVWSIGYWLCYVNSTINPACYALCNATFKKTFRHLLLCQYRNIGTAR
CHRM5 antagonist: antagonists of human muscarinic M5 receptor (CHRM5); P08912; AID 624040; 0.59% of 360,000 active; CHO-hM5 cells, Fluo-8 calcium fluorescence, ACh EC80; inhibition, % at 3 µM;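 active = inhibition above a per-plate cutoff, the mean of that plate's test compounds plus 3 SD, cut at about 27% in these data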;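 note: 0% = acetylcholine EC80 with DMSO and 100% = DMSO without agonist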
M4 antag: blocks acetylcholine activation of human M4 receptor. inhibition, % at 3 µM. P08173. AID 624125. CHO-hM4 cells, ACh EC80, Fluo-8 calcium fluorescence. 0.73% of 360,000 active;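 active = inhibition above its plate's cutoff, the mean inhibition of sample wells plus 3 SD, cut at about 27% in these data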;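 note: 0% = acetylcholine EC80 with DMSO and 100% = DMSO without agonist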
CHO-K1 Ca PAM: nonselective activator or artifact in parental CHO-K1 calcium assay | AID 602247 | activation, % at 3 µM | 0.02% of 360,000 active | ATP EC20, Fluo-8 calcium fluorescence; 0% at ATP EC20, 100% at ATP max;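 active = activation above the run cutoff, the mean activation of all test compounds plus 3 SD, cut at about 40% in these data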;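 note: peak over basal fluorescence ratio in a 140 s read after ATP addition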
CHRM5 PAM: positive allosteric modulators of human muscarinic M5 receptor | P08912 | 0.3% of 360,000 active | activation, % at 3 µM | CHO-K1 hM5, Fluo-8 calcium, ACh EC20 PAM; 0% = ACh EC20, 100% = ACh EC100;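 active = activation above the run cutoff, the mean activation of all test compounds plus 3 SD, cut at about 18% in these data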
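Assay system – human M5 receptor in CHO-K1 cells · Read-out – % activation, ACh-normalized · Technique – Fluo-8 calcium fluorescence · Dosing – single-point, 3 µM nominal · Incubation – Fluo-8 loading 80 min at 37 °C plus 30 min room temperature · Repeats – singlicate, one well per test compound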
M4 PAM: potentiates acetylcholine response at human M4 receptor. P08173. CHO-K1 hM4/Gqi5, Fluo-8 calcium fluorescence, ACh EC20; 0% = ACh EC20, 100% = maximal ACh. activation, % at 3 µM. 0.4% of 360,000 active. AID 624126;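 active = activation above its plate's cutoff, the mean activation of sample wells plus 3 SD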; note: some results filed as inactive read as strong as hits
An asterisk follows results filed as active.

SMILES	M5 ag	CHO-K1 Ca ag	CHO-K1 Ca antag	CHRM4 agonist	CHRM5 antagonist	M4 antag	CHO-K1 Ca PAM	CHRM5 PAM	M4 PAM
Cc1ccc(OC(=O)CCC(=O)Nc2ccc(S(=O)(=O)Nc3cc(C)on3)cc2)cc1	0	-0.1	0	0	0	0	12	0	2
Cc1c(C(=O)N2CCN(C(=O)c3ccco3)CC2)oc2c(Cl)cccc12	2	2.3	-6	13	-4	-2	-13	-5	-5
CCC(=O)Nc1ccc(NC(=O)CSc2nnnn2Cc2ccccc2)cc1C	-2	6.7	1	1	6	3	8	-2	-6
COC(=O)CNC(=O)C1(C)C=CCN1C(=O)c1ccccc1 (stereo unspecified)	-2	0.3	-7	0	17	11	5	-5	-1
CC(=O)N1c2ccc(C)cc2C(c2ccccc2)CC1C (stereo unspecified)	-7	-0.3	8	-2	9	0	6	-4	1
Cc1cccc(NC(=O)CN(CC2CCCO2)C(=O)c2oc3ccccc3c2C)c1C (stereo unspecified)	3	3.2	-17	9	4	-16	11	-6	3
O=C(COC(=O)C1COc2ccccc2O1)Nc1cccc(F)c1 (stereo unspecified)	2	1.1	-15	1	1	-6	2	-2	3
Cc1ccccc1Oc1ncnc2sccc12	1	-0.1	4	-2	-13	-7	-4	5	-1
O=C(COC(=O)c1ccc(O)cc1)Nc1cc(C(F)(F)F)ccc1Cl	10	8.3	-19	14	6	2	22	-9	-2
Cc1ccc2c(c1)c1c(n2CC(O)Cn2nc(C)c(Br)c2C)C(=O)CCC1 (stereo unspecified)	-1	0.0	3	1	10	0	9	-9	-5
COc1ccc(OC)c(NC(=O)CN2C(=O)C(C)N(c3ccc(C)cc3)C2=O)c1 (stereo unspecified)	-3	0.0	10	2	2	-16	-15	-5	4
COc1ccc(NC(=O)N2CCCC(CCC(=O)N(C)CCc3ccccn3)C2)cc1 (stereo unspecified)	-2	0.7	-3	1	1	4	-6	-3	7
CC(=O)Nc1cc(-c2ccc(Cl)cc2)nn1-c1ccccc1	-3	-0.2	8	2	-1	0	-7	0	8
COc1cccc(C(=O)N2CCN(S(=O)(=O)Cc3ccccc3)CC2)c1	2	2.2	-4	2	2	15	5	-2	5
Cc1nc2c(C(=O)N3CCCCC3)cnn2c(C)c1Cc1ccccc1F	2	3.0	-5	1	1	11	10	-2	6
CCOc1ccc(NC(=O)COC(=O)c2ccc3c(c2)C(=O)N(CCc2ccccc2)C3=O)cc1	2	0.9	-7	1	-4	-1	17	0	7
COc1ccccc1N(C)S(=O)(=O)c1ccc(C(=O)N(C)Cc2ccc(Cl)s2)cc1	-2	7.2	-5	13	14	-5	16	-11	2
CCOC(=O)c1[nH]c2ccccc2c1NC(=O)c1ccc(S(=O)(=O)N2CCCCC2)cc1	-1	0.9	-10	8	9	-6	-1	-11	-13
Cc1ccc(C)c(C2C(C#N)=C(N)Oc3cc(C)oc(=O)c32)c1 (stereo unspecified)	-3	0.3	12	1	12	10	-3	-6	-1
CCC(=O)N1c2ccc(S(=O)(=O)NC3CCCCC3)cc2CC1C (stereo unspecified)	3	7.9	-13	5	15	2	-20	-8	-5
O=S1(=O)CCC(NC(=S)SCCOc2ccccc2)C1 (stereo unspecified)	3	-0.6	11	0	8	-6	-18	8	-5
CCOc1ccc(CN2CCNC(=O)C2CC(=O)NCCc2cnccn2)cc1 (stereo unspecified)	-2	-0.2	-9	0	-9	-10	-7	8	5
CC1=C(C(=O)Nc2nc3ccccc3s2)C(c2ccco2)C(C#N)=C(SCC(=O)NC2CCCCC2)N1 (stereo unspecified)	-1	0.0	-9	0	-1	6	2	1	-10
CCOC(=O)C1=C(COC(=O)c2ccc(OC(C)C)cc2)NC(=O)NC1C (stereo unspecified)	3	3.6	-10	6	2	-11	5	-7	1
O=C(CCc1ccccc1)NNC(=O)COc1ccccc1Cl	-2	1.4	-10	1	16	5	6	0	1
CN(C)CCCNS(=O)(=O)c1ccc(Oc2ncc(C(F)(F)F)cc2Cl)cc1	-3	1.4	-5	4	0	5	17	-4	-7
O=C(OCc1c(-c2ccccc2)ncc2ccccc12)c1ccc(C(F)(F)F)cc1	1	-0.2	-12	-1	13	-3	14	7	2
COc1cccc(NC(=O)COC(=O)/C=C/c2ccco2)c1	0	-0.3	3	0	9	14	-4	-6	-3
Nc1nc(Cl)c2ncn(C3OC(CO)C(O)C3O)c2n1 (stereo unspecified)	1	0.5	-6	1	12	-3	20	0	-1
Cc1ccc(NC(=O)CN2C(=O)NC(Cc3ccccc3)C2=O)cc1Cl (stereo unspecified)	1	2.4	-24	7	0	-15	10	-1	12
COc1ccc(CNC(=O)C2(CC3CC(c4ccccc4)=NO3)CCN(C(=O)CCCCCBr)CC2)cc1 (stereo unspecified)	1	-0.4	13	0	4	-2	4	1	-3
CC(=O)c1ccc(OC(=O)/C=C/c2ccccc2)cc1	-5	1.1	-9	4	3	-2	-2	9	-7
Nc1ncnc2c1ncn2[C@H]1C[C@H](O)[C@@H](COP(=O)(O)O)O1	0	-0.4	10	1	-1	30*	-3	1	-2
CC(C)NC(=S)N/N=C1\CCCCc2ccccc21	-10	-0.1	-1	-2	0	10	11	1	0
COc1ccc(-c2coc3c(C(=O)NCC4CC4)cccc23)c(C)c1	1	1.9	-1	1	-5	-20	-1	-2	-1
COC(=O)[C@]1(Sc2ccc(C)cc2)CC(=O)N[C@@H]1c1ccccc1	2	2.4	-11	3	7	2	1	-9	3
Cc1ccc2[nH]c(O)c(N=NC(=O)c3ccc(NS(=O)(=O)c4cccs4)cc3)c2c1	-3	-0.2	-8	1	13	-8	6	-9	-3
COC(=O)c1ccc(COC(=O)C23CC4CC(CC(O)(C4)C2)C3)o1	-1	1.4	-6	1	1	0	18	1	-1
Cc1ccccc1CN1CCN(C(=O)c2cccc3ccccc23)CC1	4	0.9	-10	5	-1	11	5	5	4
O=C(O)C1CCN(C(=O)c2scc3c2OCCO3)CC1	-1	-0.1	-1	1	-3	-11	8	-2	3
NS(=O)(=O)c1cc(C(=O)OCC(=O)NC2CC2)ccc1Cl	-4	-0.3	-2	0	-7	4	3	6	14
O=C(N/N=C/c1ccc(-c2cccc([N+](=O)[O-])c2)o1)c1cccs1	-4	1.0	-6	3	4	-1	26	-7	-4
CCCCN(CC)CCNC(=O)c1ccc2c(Cl)c3c(nc2c1)CCC3	-4	-0.4	4	1	13	-8	-7	-7	-3
COc1ccc(NC(=O)O/N=C/c2ccccc2)cc1	1	0.0	10	1	6	-5	-4	-5	6
Cc1ccc(CSCC(=O)N(C)CC(=O)Nc2ccc(Cl)c(Cl)c2)cc1	2	1.6	4	0	-2	0	4	1	0
O=C(CNC(=O)c1ccc(Br)o1)Nc1cccc(S(=O)(=O)N2CCOCC2)c1	3	0.3	-3	1	-2	-6	-2	3	14
COc1ccc(S(=O)(=O)NNS(=O)(=O)c2ccc(OC)c(OC)c2)cc1OC	-3	0.5	-12	2	-3	-19	18	-1	10
CCOc1ccc(CCNC(=O)CCc2nnc3ccc(N4CCCC4)nn23)cc1OCC	-4	0.0	-8	1	-7	-12	6	0	-6
Cn1cccc1CC(=O)N/N=C/C=C/c1ccco1	3	-0.1	-13	1	-3	4	6	0	3
NS(=O)(=O)c1ccc(NC(=O)COC(=O)c2ncc(Cl)c(Cl)c2Cl)cc1	-2	1.5	-9	1	11	0	16	-1	1
(listing goes on)
SMILES	M5 ag	CHO-K1 Ca ag	CHO-K1 Ca antag	CHRM4 agonist	CHRM5 antagonist	M4 antag	CHO-K1 Ca PAM	CHRM5 PAM	M4 PAM
COC(=O)C1=C(C)N(C)C(=O)NC1c1ccc(O)c(Cl)c1 (stereo unspecified)	-1	11	-11	0	4	0	16	5	0
CCOc1ccc(CNC(=O)c2ccc(Sc3ccc(Cl)cc3)c(NC(C)=O)c2)cc1	-2	2.7	-7	7	9	-5	15	-8	-4
COc1cccc(CNS(=O)(=O)c2ccc3c(c2)CC(C)N3C(=O)C2CC2)c1 (stereo unspecified)	7	14	-3	11	-2	3	-14	-7	-15
C=CCn1cccc(C(=O)Nc2ccc(F)cc2)c1=O	0	11	-4	17	9	1	14	-9	-7
CC(C)(C)c1cc(C(=O)Nc2ccc(F)cc2)n(Cc2ccc(F)cc2)n1	-2	4.6	7	7	22	8	6	-24	-14
CCN(c1ccccc1)S(=O)(=O)c1ccc(C(=O)NNC(=O)c2ccccc2F)cc1	4	0.7	-5	1	-1	6	6	2	0
CCOC(=O)C1=C(COC(=O)CCNS(=O)(=O)c2ccc(C)c(C)c2)NC(=O)NC1C (stereo unspecified)	1	0.7	-16	4	12	0	-2	-3	5
CCOC(=O)CCC(=O)NCc1ccc2[nH]c(C)cc2c1	2	0.4	-1	2	2	4	8	-2	8
CC(=O)Oc1cccc(N2C(=O)CC(Nc3ccc(N4CCOCC4)cc3)C2=O)c1 (stereo unspecified)	0	0.6	-8	2	-1	2	23	3	11
CC(CN1CCOCC1)OC(=O)c1cccs1 (stereo unspecified)	3	-0.3	6	0	0	-5	3	1	4
C[C@H](CO)N1C[C@H](C)[C@@H](CN(C)C(=O)Nc2ccnc(N3CCOCC3)c2)OCc2cnnn2CCCC1=O	-1	0.1	-6	0	5	0	1	-1	-1
CSc1nc2ccccc2nc1N(C)S(=O)(=O)c1ccc(C)cc1	-5	0.0	-12	0	6	-2	16	4	-2
Fc1ccccc1OCCSc1ncnc2nc[nH]c12	2	0.7	0	1	2	4	3	0	-4
COc1cccc2cc(C(=O)c3ccc([N+](=O)[O-])cc3)oc12	-7	-0.2	-7	1	4	-11	11	-11	-7
O=C(Nc1ccc2[nH]ncc2c1)c1ccccc1Br	1	0.3	-3	0	-5	-5	-1	0	1
CCC1Oc2ccccc2N(CC(=O)N2CCCC2)C1=O (stereo unspecified)	-2	0.5	-5	2	6	-15	20	2	10
O=c1cc(Cn2ccnc2)c2cc(O)ccc2o1	-3	0.6	-5	0	6	-5	0	2	-1
C=CCn1c(-c2ccc(F)cc2)n[nH]c1=S	-10	3.1	-11	0	-3	-8	4	-5	-1
O=C(CN(Cc1ccc2c(c1)OCO2)C(=O)CNS(=O)(=O)c1ccccc1)NCC1CCCO1 (stereo unspecified)	0	0.5	-11	0	3	9	18	1	2
COc1ccc(C(=O)C2CCN(C(=O)c3ccc(OC)cc3)CC2)cc1	1	3.5	-2	4	5	7	5	-5	-9
C[C@H](CO)N1C[C@H](C)[C@@H](CN(C)Cc2ccccc2C(=O)O)OCc2cnnn2CCCC1=O	0	0.5	-8	2	1	5	9	5	-3

Part of the list above, set out differently.
Below each compound – M5 ag | CHO-K1 Ca ag | CHO-K1 Ca antag | CHRM4 agonist | CHRM5 antagonist | M4 antag | CHO-K1 Ca PAM | CHRM5 PAM | M4 PAM
- C=CCn1c(-c2ccc(F)cc2)n[nH]c1=S
  -10 | 3.1 | -11 | 0 | -3 | -8 | 4 | -5 | -1
- O=C(CN(Cc1ccc2c(c1)OCO2)C(=O)CNS(=O)(=O)c1ccccc1)NCC1CCCO1 (stereo unspecified)
  0 | 0.5 | -11 | 0 | 3 | 9 | 18 | 1 | 2

Entries listed so far marked active in M4 antag:
Molecule	M5 ag	CHRM4 agonist	CHRM5 antagonist	M4 antag	M4 PAM
Nc1ncnc2c1ncn2[C@H]1C[C@H](O)[C@@H](COP(=O)(O)O)O1	0	1	-1	30*	-2

Compound activity from PubChem.
